# MOR-DOR ag: agonists of OPRM1-OPRD1 heterodimerization, primary screen, cell-based, luminescence; activation, % at 9.3 µM; Mu-type opioid receptor (Homo sapiens) + Delta-type opioid receptor (Homo sapiens), …; cells; 0.3% of 340,000 active; in the data active = activation above about 18%;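 note: 0% = vehicle-treated cells and 100% = reference agonist; values of inactives mirror those of a sister screen read the other way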
# Target sequence (P35372 whole entry, looked up): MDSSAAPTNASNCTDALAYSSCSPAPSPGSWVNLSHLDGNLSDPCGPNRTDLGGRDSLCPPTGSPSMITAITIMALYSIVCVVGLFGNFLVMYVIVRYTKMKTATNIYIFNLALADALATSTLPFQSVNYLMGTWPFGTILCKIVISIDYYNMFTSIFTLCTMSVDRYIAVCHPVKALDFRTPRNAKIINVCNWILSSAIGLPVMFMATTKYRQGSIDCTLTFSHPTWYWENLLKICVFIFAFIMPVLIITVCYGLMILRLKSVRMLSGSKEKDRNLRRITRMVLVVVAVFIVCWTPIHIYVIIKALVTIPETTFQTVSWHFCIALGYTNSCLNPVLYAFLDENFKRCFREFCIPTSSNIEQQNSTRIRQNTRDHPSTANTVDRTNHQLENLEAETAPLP
# Target sequence (P41143 whole entry, looked up): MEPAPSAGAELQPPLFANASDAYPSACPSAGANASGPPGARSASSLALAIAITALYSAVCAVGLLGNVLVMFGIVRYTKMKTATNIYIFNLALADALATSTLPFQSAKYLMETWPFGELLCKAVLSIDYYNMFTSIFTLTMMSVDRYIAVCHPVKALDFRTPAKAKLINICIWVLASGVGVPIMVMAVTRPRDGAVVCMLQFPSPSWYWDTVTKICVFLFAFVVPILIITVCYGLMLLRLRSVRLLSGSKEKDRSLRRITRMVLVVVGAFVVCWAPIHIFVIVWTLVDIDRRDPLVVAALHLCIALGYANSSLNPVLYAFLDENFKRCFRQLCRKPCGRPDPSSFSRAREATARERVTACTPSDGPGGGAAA
# PfHsp90 set2: growth inhibition of PfHsp90-expressing yeast, primary screen, antimalarial PfHsp90 inhibitor project, S. cerevisiae, BacTiter-Glo luminescence, single point, set 2; BacTiter-Glo ATP, 48 h; yeast lacking PDR1 and PDR3 efflux regulators; inhibition, % at 9.4 µM; 0.32% of 310,000 active;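 active = every replicate shows inhibition above about 80%, whatever the replicate mean, limit read from the data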;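 note: 0% = DMSO neutral controls and 100% = 20 µM radicicol positive controls; yeast relying on Plasmodium falciparum Hsp90 in place of its own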
# HTR5A inv ctr: HTR5A inverse agonists in luminescence cell assay, primary screen, counter-screen for OPRM1-OPRD1 heterodimer inverse agonist project, full-deck HTS. inhibition, % at 9.3 µM. HTR5A cell line, inverse agonism. 0.083% of 340,000 active. 5-hydroxytryptamine receptor 5A (Homo sapiens), P47898; in the data active = inhibition mostly above about 23%, no sharp cut-off; inactive = mostly below about 18%;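 note: 0% = cells with DMSO and 100% = no-cell wells with DMSO; some compounds called inactive have numbers as strong as hits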
# AddAB inh: growth inhibition of E. coli expressing H. pylori AddAB, primary screen, AddAB inhibitor project, absorbance. inhibition, % at 11.9 µM. 0.29% of 330,000 active. AID 435030, 2010; in the data active = inhibition above about 12%;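 note: 0% = vehicle wells of infected cells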
# phage Ecoli inh: growth loss of phage-infected E. coli, primary screen, RecBCD inhibitor project, absorbance, with phage, HTS. inhibition, % at 11.9 µM. 0.26% of 360,000 active; in the data active = inhibition above about 11%
# SUMO Mot1 rescue: yeast Mot1-301 growth rescue at high temperature, primary screen, SUMOylation pathway inhibitor project, S. cerevisiae, ATP luminescence, 38.5C; S. cerevisiae Mot1-301 growth rescue; percent above DMSO median, 100 means doubled; growth rescue, % at 18.8 µM; 1% of 320,000 active;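 active = every valid replicate shows activation above 250% relative to neutral control wells; inactive = the rest, any valid replicate at or below 250%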;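 note: OY570 slx delta 5 strain wells were the positive control but not used for scaling; some compounds called inactive have numbers as strong as hits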
# MOR-DOR inv ag: inverse agonists of MOR-DOR heterodimerization, primary screen, cell-based, luminescence; 0.21% of 340,000 active; inhibition, % at 9.3 µM; Mu-type opioid receptor (Homo sapiens) + Delta-type opioid receptor (Homo sapiens), …; cell-based MOR-DOR heterodimer luminescence, inverse agonism; in the data active = inhibition above about 22%, passing the limit was not always enough;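 note: 0% = cells with DMSO and 100% = wells without cells with DMSO; values of inactives mirror those of a sister screen read the other way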
# PKA-R1A act: activators of PKA-R1A holoenzyme, primary screen, biochemical, fluorescence polarization, Cy5-IP20, bovine R1A, mouse PKAc. PKA-R1A dissociation; scaled: DMSO 0%, 113 µM cGMP 100%. cAMP-dependent protein kinase type I-alpha regulatory subunit (Bos taurus) + …. 0.083% of 340,000 active. activation, % at 11.4 µM;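 active = percent activation above the mean of all tested compounds plus 3 SD, cut at about 19% in these data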;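 note: higher means more PKAc released from R1A so a rise in polarization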
# HTR5A ag: HTR5A agonists in luminescence cell assay, primary screen, counter-screen for OPRM1-OPRD1 heterodimer agonist project, full-deck HTS | 5-hydroxytryptamine receptor 5A (Homo sapiens), P47898 | 0.61% of 340,000 active | activation, % at 9.3 µM | cell-based; in the data active = activation mostly above about 9.5%, no sharp cut-off; inactive = mostly below about 7.6%;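 note: 0% = cells with vehicle only and 100% = reference agonist; strong numbers were not always called active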
# Pemphigus Ab inh: inhibitors of pemphigus antibody binding to DSG3, primary screen, biochemical, bead-based, flow cytometry, scFv-GFP; 0.48% of 310,000 active; binding (percent of control), % at 10 µM; Desmoglein-3 (Homo sapiens), P32926; DSG3-coupled beads, scFv-anti-DSG3-GFP binding; stronger effect = lower value;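 active = binding more than 3 SD below its plate's average and above zero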;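 note: hits lower antibody fragment binding to DSG3; some compounds called inactive have numbers as strong as hits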
# E coli growth: E. coli V3065 growth inhibition, primary screen, counter-screen for AddAB inhibitor project, absorbance, OD600; 18 h; inhibition, % at 11.9 µM; 0.27% of 330,000 active;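 active = inhibition above the campaign's mean inhibition across all tested compounds plus 3 SD, cut at about 9.9% in these data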;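 note: uninfected addAB+ strain grown without phage in ampicillin broth; 0% = DMSO wells and 100% = ciprofloxacin 0.95 µg/ml wells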
# The depositor's hits bear a star; . = not tested or not shown; + = active, no number.
SMILES,MOR-DOR ag,PfHsp90 set2,HTR5A inv ctr,AddAB inh,phage Ecoli inh,SUMO Mot1 rescue,MOR-DOR inv ag,PKA-R1A act,HTR5A ag,Pemphigus Ab inh,E coli growth
O=C(C1CC(c2cccc(Br)c2)=NO1)N1CCc2ccccc2C1 (stereo unspecified),1.8,.,4.0,0.4,3.7,33.3,-9.3,-5.7,-0.6,100.4,-2.4
CCOc1ccc(NS(=O)(=O)c2cc(NC(=O)c3ccc(C)cc3)ccc2Cl)cc1,6.8,-7.2,4.1,0.9,-0.1,-8.7,-35.2,-21.3,-1.1,100.6,-0.6
COc1ccc(NC(=O)Cn2cnc3sc(C)c(S(=O)(=O)N4CCOCC4)c3c2=O)cc1Cl,-1.2,-21.0,15.2,3.5,0.6,2.4,7.5,9.3,-0.7,.,0.6
O=C(CN(Cc1ccco1)C(=O)c1cc(=O)[nH]c2ccccc12)Nc1ccccc1C(F)(F)F,-2.8,11.1,2.6,0.6,1.7,-3.0,15.1,1.8,-1.0,101.1,-1.8
O=C(NCC(=O)N1CCCCCCC1)c1ccco1,-2.2,-26.3,-1.7,0.5,1.2,-0.6,8.9,1.0,5.8,108.9,2.1
CCC(C)(C)NC(=O)CN(C(=O)C(=O)Nc1ccc2c(c1)OCCO2)N1CCOCC1,-1.4,-30.4,-8.7,4.0,-1.3,7.7,8.0,-2.0,3.6,109.7,0.1
Cc1ccc2c(c1)C(c1ccncc1)=NNC(c1cccnc1)=N2,-0.6,-2.8,-0.1,0.9,3.1,-16.5,3.3,-11.2,-1.1,102.1,2.0
O=C(NCCc1ccccc1)C1CCCN1C(=O)Nc1cccc(Cl)c1 (stereo unspecified),-2.5,-4.1,-14.1,0.2,0.2,-7.3,12.5,7.4,3.8,135.8,-0.3
N#C/C(=C\C=C\c1ccccc1)C(=O)NCc1ccco1,-1.5,-1.4,5.8,-0.8,4.1,-2.2,7.1,-6.0,-2.1,91.7,-1.9
Cc1ccc(C(=O)c2cc([N+](=O)[O-])ccc2N2CCN(C)CC2)cc1,-2.9,-8.7,7.3,0.6,1.4,13.3,16.7,-3.8,-2.5,108.3,-2.1
Cc1ccc(C(=O)OCc2cc(=O)n3ccsc3n2)s1,-1.9,.,-1.5,0.0,3.3,9.6,9.8,0.9,0.4,95.9,0.9
CC/C=C(/NC(C)=O)c1ccccc1,0.8,-21.7,-23.2,2.0,2.6,4.3,-4.5,1.8,-1.3,103.2,3.4
CC(=O)c1ccc(Oc2cc(-c3ccccc3)nc(-c3ccccc3)n2)cc1,-2.2,-8.4,-5.5,1.8,4.0,-8.8,11.5,-8.9,2.2,99.2,-0.2
CC(NC(=O)C(C)N1CCN(S(=O)(=O)c2ccccc2)CC1)c1ccccc1 (stereo unspecified),-4.0,.,18.5,1.9,6.1,98.6,15.6,10.0,-0.7,107.2,2.0
COc1ccc(CNC(=O)c2n[nH]c3ccccc23)cc1OC,0.5,.,7.2,4.9,3.5,26.3,-2.4,-10.3,-2.6,120.9,2.5
Cc1[nH]cnc1CSCc1ccc(Cl)cc1,0.1,-6.5,17.7,1.1,3.7,8.5,-0.7,-4.1,-1.1,114.7,-0.6
CC1Cc2ccccc2N1CC(=O)NC(=O)NCc1ccco1 (stereo unspecified),1.8,.,3.8,-1.2,4.0,-21.3,-8.0,-2.3,7.5,96.0,-2.2
Cc1cc(C)cc(OCC(=O)Nc2ccc(N3CCCC3)cc2)c1,-0.1,-57.3,-6.7,0.0,.,347.9,0.4,-6.0,1.2,79.8,-1.2
O=C(NCC1OCCc2ccccc21)C1COc2ccccc2O1 (stereo unspecified),-2.5,14.1,1.9,4.7,.,10.0,12.3,-1.9,-0.7,102.7,-0.5
CSc1ncccc1C(=O)Nc1cccc(C)n1,-3.8,-19.2,-6.9,-1.4,1.5,0.8,19.2,2.6,2.9,104.1,2.6
CON(c1nc(N(C)C)nc(N(C)C)n1)S(=O)(=O)c1ccccc1Cl,-1.8,4.2,-6.8,3.5,-0.2,-9.1,9.8,-9.7,-3.3,88.9,3.7
CCOC(=O)C(=O)Nc1nnc(SCc2ccc(F)cc2)s1,-0.4,-13.6,-2.2,2.1,4.8,3.6,3.1,-6.7,0.8,103.8,-1.6
COCC(=O)N1CCC(Oc2ccc(C(=O)N(C)Cc3nccs3)cc2)CC1,-0.2,-12.5,-29.7,-2.3,1.7,-3.0,1.0,-3.7,11.6,118.4,-0.6
COCCN1C(=O)C(O)=C(C(C)=O)C1c1ccc(OC)c(OC)c1 (stereo unspecified),1.3,6.0,23.1,1.5,3.8,2.3,-7.2,-12.0,-4.5,102.8,-0.5
O=C(CCC(=O)NC1CCCCC1)NCc1ccc(F)cc1,-1.5,18.7,-7.0,2.5,1.9,-7.9,7.0,-0.2,1.9,99.8,0.4
CN(Cc1cn(C)nc1-c1ccc(Oc2ccccc2)cc1)CC1COCCO1 (stereo unspecified),-1.8,7.4,-13.4,1.8,3.4,239.8,9.1,-7.2,3.2,99.8,3.8
CC(C)CC1NC(=O)N(CC(=O)N(C)C2CCCCC2)C1=O (stereo unspecified),-3.1,-4.3,-8.1,2.3,1.6,69.0,12.2,0.7,-1.0,104.9,0.6
CS(=O)(=O)N(CC(=O)NCCSCc1c(F)cccc1Cl)c1cccc([N+](=O)[O-])c1,-0.8,3.3,-21.9,3.4,2.5,5.6,4.3,-1.0,1.0,92.6,1.1
Cc1ccc(C(C)C)c(OCc2nn(CC(=O)c3ccc(OC(F)F)cc3)c3[n+]2CCCCC3)c1,7.9,9.3,-20.2,3.5,.,-22.0,-40.3,-4.7,7.2,106.4,0.8
O=C(c1ccc(F)cc1)C1CCN(C(=S)Nc2ccccc2Cl)CC1,-4.0,-10.2,-6.6,4.8,0.3,11.2,20.3,2.9,2.3,91.8,-1.1

# Next section; the last 2 above are carried over.
SMILES,MOR-DOR ag,PfHsp90 set2,HTR5A inv ctr,AddAB inh,phage Ecoli inh,SUMO Mot1 rescue,MOR-DOR inv ag,PKA-R1A act,HTR5A ag,Pemphigus Ab inh,E coli growth
Cc1ccc(C(C)C)c(OCc2nn(CC(=O)c3ccc(OC(F)F)cc3)c3[n+]2CCCCC3)c1,7.9,9.3,-20.2,3.5,.,-22.0,-40.3,-4.7,7.2,106.4,0.8
O=C(c1ccc(F)cc1)C1CCN(C(=S)Nc2ccccc2Cl)CC1,-4.0,-10.2,-6.6,4.8,0.3,11.2,20.3,2.9,2.3,91.8,-1.1
CCC1=Nc2cc(C(=O)NCCCN3CCOCC3)ccc2Sc2ccccc21,-0.3,13.0,-4.8,0.6,1.7,-9.4,1.7,-10.3,3.4,84.8,-1.7
COC(=O)c1ccc(NC(=S)Nc2ccc3ccccc3c2)cc1,4.1,-19.7,5.6,0.3,2.5,6.5,-24.3,-10.2,4.5,99.7,-3.5
CN(C)c1ccc(C(=S)N2CCCCC2)cc1Br,-1.0,10.6,-0.8,2.5,5.8,9.0,4.9,-4.6,-1.7,103.0,1.5
CCCCn1c(N)c(N(Cc2ccccc2)C(=O)COc2ccccc2F)c(=O)[nH]c1=O,-3.5,-21.9,-13.7,.,2.3,.,18.2,-6.5,5.0,101.5,.
O=C1OCC(CO)(CO)N=C1NNc1ccccc1Cl,-1.2,16.2,0.1,1.3,4.2,171.1,6.4,6.5,-1.5,87.2,-1.6
O=C(NCc1ccc2c(c1)OCO2)C1CCN(S(=O)(=O)c2cccc3nsnc23)CC1,-2.8,34.7,-3.1,3.8,2.0,2.7,13.9,-0.8,5.2,92.7,-2.1
COc1ccc(NC(=O)Nc2ccc3c(c2)CC(=O)N([C@H](C)CO)C[C@H](C)[C@H](CN(C)Cc2ccc(C(=O)O)cc2)O3)cc1,-3.1,-9.0,-3.9,2.8,2.8,-24.8,18.0,6.1,1.3,100.9,0.3
N#Cc1ccc(Oc2nc(C#N)cc(-c3ccccc3)n2)cc1,1.0,-10.0,-15.8,4.2,1.3,-14.1,-5.0,-12.6,-1.4,95.0,-1.9
COCCN(C(=O)c1ccc2ccccc2c1)c1c(N)n(Cc2ccccc2)c(=O)[nH]c1=O,2.0,-16.8,1.8,-0.8,-1.7,-1.4,-9.4,-4.8,-0.7,116.5,0.5
NC(=NCc1ccccc1)c1cccc([N+](=O)[O-])c1,-2.7,-13.4,-11.3,0.0,3.6,2.1,13.0,4.1,3.3,127.4,0.5
O=S(=O)(c1ccc(C2=CSC3=NCCN23)cc1)N1CCOCC1,-1.8,6.9,9.6,2.9,2.9,-8.1,7.7,5.4,1.9,112.5,-2.6
CC(C)(C)NC(=O)C(c1ccc(-c2ccccc2)cc1)N(C[C@H]1CC[C@@H]([C@@H]2CC[C@H](CO)O2)O1)C(=O)c1ccc(C(C)(C)C)cc1 (stereo partly specified),1.6,-10.7,3.2,-1.5,4.8,.,-7.9,-6.7,-0.9,97.9,-2.3
Cc1sc2nc(N)sc2c1C,-2.7,2.6,4.3,3.2,1.4,+,12.2,-14.8,1.9,.,0.5
Cc1ccccc1S(=O)(=O)NCc1cccnc1,-0.6,-8.2,-47.2,-0.2,3.7,-21.9,2.5,0.7,0.6,101.4,0.3
Cc1[nH]c(=O)[nH]c(=O)c1S(=O)(=O)Nc1ccc(F)cc1F,-2.7,-0.8,-2.6,.,2.7,183.4,12.8,5.7,0.7,100.7,.
COc1ccc(C(=O)OCC(=O)NC(=O)Nc2ccccc2F)c(OC)c1,11.1,.,-16.9,1.7,2.5,9.2,-43.0,-5.8,1.0,97.7,1.9
COc1ccccc1C(=O)NCCC(=O)NCc1cccs1,-1.2,8.9,29.5,5.2,5.9,-1.1,7.5,-3.4,4.1,97.9,1.7
NC(=O)COC(=O)c1cccc(S(=O)(=O)N2CCN(c3ccc(F)cc3)CC2)c1,-2.7,-9.7,3.2,1.8,2.1,-9.6,12.9,-6.4,1.2,100.8,-2.3
Cc1cc(NC(=O)Nc2ccccc2)n(C(C)(C)C)n1,-0.5,-5.9,-30.2,-3.6,0.1,-6.6,2.4,-2.6,8.4,93.5,-0.3
Cc1cccnc1NC(=O)c1ccc2c(c1)OCO2,-1.6,.,-13.3,-4.6,3.8,3.3,10.3,4.8,4.9,105.9,-2.3
COCCn1c(SCC(=O)N2CC(C)OC(C)C2)nc2c([nH]c3ccccc32)c1=O (stereo unspecified),-5.5,7.2,0.1,3.4,-1.6,83.8,18.2,-7.4,-1.1,109.1,2.4
COC(=O)CN(CCc1ccccc1)S(=O)(=O)c1ccc(OC)c(OC)c1,-0.6,-6.6,-21.6,0.4,2.9,111.3,3.1,-3.6,7.0,109.9,2.3

# Screening results deposited in PubChem by several laboratories.
